GRIN3A LBD mod: modulators (binders) of human NR3A ligand-binding domain; NR3A LBD differential scanning fluorimetry, Tm shift; 0% = protein alone, 100% = glycine-bound protein; Tm shift relative to glycine control, % at 25 µM; actives 2.5% (n = 340,000); AID 1259313;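 active = melting temperature shift of at least 10% of the positive control shift, at one fixed dose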
hIAP inh: blocks human intestinal alkaline phosphatase | actives 0.12% (n = 330,000) | AID 2544 | inhibition, % at 10 µM | purified IAP, CDP-Star luminescence, 30 min;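 active = inhibition reaching a set limit with compound at 10 µM in the primary screen, cut at about 35% in these data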;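 note: plate controls were DMSO wells with enzyme for no effect and no-enzyme buffer wells for full effect; values of inactives mirror those of a sister screen read the other way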
Target sequence (P09923 whole entry, looked up): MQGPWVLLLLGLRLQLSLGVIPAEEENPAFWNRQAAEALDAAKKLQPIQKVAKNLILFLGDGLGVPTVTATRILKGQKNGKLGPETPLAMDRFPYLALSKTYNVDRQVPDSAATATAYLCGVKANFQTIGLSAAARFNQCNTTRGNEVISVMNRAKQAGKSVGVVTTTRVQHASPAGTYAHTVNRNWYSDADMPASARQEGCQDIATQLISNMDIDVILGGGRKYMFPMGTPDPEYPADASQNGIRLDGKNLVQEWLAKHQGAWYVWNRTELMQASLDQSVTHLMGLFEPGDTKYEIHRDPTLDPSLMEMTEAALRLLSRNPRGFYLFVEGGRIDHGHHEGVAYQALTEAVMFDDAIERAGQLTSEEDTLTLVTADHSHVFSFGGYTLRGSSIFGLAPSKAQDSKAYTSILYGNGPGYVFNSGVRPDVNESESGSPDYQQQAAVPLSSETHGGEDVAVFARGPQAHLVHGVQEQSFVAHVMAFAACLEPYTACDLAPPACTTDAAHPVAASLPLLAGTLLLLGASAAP
mIAP act: mouse IAP activation | AID 2805 | actives 0.24% (n = 330,000) | muIAP, CDP-Star luminescence, 30 min; hits give high values; 1 = vehicle-only enzyme signal, 0 = enzyme-free wells | activation factor at 10 µM;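 active = activation factor of at least 2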; note: the source names both 10 and 20 µM as test concentration; values of inactives mirror those of a sister screen read the other way
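Assay system: mouse IAP enzyme; reagent: chemiluminescent substrate CDP-Star; dosing: test compounds delivered from DMSO solution; schedule: 30 min at room temperature; measured by: luminescence from enzymatic CDP-Star hydrolysis; controls: DMSO-only wells and no-enzyme negative control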
A3G deaminase: inhibitors of human APOBEC3G DNA deaminase; Q9HC16; actives 0.28% (n = 330,000); recombinant A3G, ssDNA deamination FAM/TAMRA fluorescence; inhibition, % at 20 µM;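 active = inhibition of at least 40% at 20 µM, with no more than 30% in the related APOBEC3A deaminase screen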;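 note: plate controls were DMSO wells with A3G for no effect and wells lacking A3G enzyme for full effect; some compounds called inactive have numbers as strong as hits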
Target sequence (Q9HC16 whole entry, looked up): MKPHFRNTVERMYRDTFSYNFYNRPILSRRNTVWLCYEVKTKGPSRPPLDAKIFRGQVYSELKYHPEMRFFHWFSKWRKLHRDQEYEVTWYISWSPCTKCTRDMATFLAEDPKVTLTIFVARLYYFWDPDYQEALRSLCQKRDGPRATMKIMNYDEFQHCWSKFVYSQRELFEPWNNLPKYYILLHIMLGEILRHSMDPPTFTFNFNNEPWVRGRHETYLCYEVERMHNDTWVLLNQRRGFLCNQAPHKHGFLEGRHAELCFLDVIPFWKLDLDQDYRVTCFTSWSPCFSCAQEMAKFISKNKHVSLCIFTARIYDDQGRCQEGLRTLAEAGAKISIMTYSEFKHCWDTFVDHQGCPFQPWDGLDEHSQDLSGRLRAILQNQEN
beta cell repl: MIN6 beta-cell proliferation induction; MIN6 cells proliferation, ATPlite luminescence, 48 h; cells starved in 0.2% serum; 100% = growth in 10% serum; actives 0.29% (n = 330,000); proliferation, % at 10 µM;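 active = compounds whose signal lies at least 3.5 SD above the mean of all wells on their plate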;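 note: 0% = DMSO-treated cells in low-serum medium and 100% = 10% serum control; some compounds called inactive have numbers as strong as hits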
hIAP act: increases human intestinal alkaline phosphatase activity. purified human IAP, CDP-Star luminescence, 30 min; hits give high values; 1 = vehicle-only enzyme, 0 = enzyme-free background. activation factor at 10 µM. P09923. actives 0.16% (n = 330,000);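 active = activation factor of the enzyme at least 2-fold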; note: the source names both 10 and 20 µM as test concentration; values of inactives mirror those of a sister screen read the other way
mIAP block: blocks mouse intestinal alkaline phosphatase; purified mouse IAP, CDP-Star luminescence, 30 min; inhibition, % at 10 µM; actives 0.2% (n = 330,000);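 active = inhibition of at least 40% at 10 µM in the primary screen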;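 note: plate controls were DMSO with enzyme for no effect and no enzyme wells for full effect; values of inactives mirror those of a sister screen read the other way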
APOBEC3A inh: human APOBEC3A DNA deaminase inhibition. P31941. recombinant A3A, FAM/TAMRA ssDNA deamination fluorescence. inhibition, % at 20 µM. actives 0.41% (n = 330,000). AID 493011;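 active = at least 40% inhibition at 20 µM here, with at most 30% in a related deaminase screen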;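 note: plate controls were A3A with DMSO for no effect and wells lacking A3A enzyme for full effect; some results filed as inactive read as strong as hits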
Target sequence (P31941 whole entry, looked up): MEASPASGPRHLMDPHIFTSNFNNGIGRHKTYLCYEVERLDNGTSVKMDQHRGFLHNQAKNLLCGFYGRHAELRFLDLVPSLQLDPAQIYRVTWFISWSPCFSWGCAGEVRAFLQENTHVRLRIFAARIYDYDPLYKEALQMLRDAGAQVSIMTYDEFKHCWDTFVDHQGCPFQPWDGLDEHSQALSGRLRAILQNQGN
MPTP inh: blocks calcium-induced mitochondrial swelling; actives 1.4% (n = 360,000); isolated mouse mitochondria, Ca2+ swelling absorbance, 30 min; inhibition, % at 10 µM; AID 602449;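 active = inhibition of 50% or more, scaled per plate between neutral and stimulator controls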;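 note: 0% = DMSO wells given calcium and 100% = 1 mM EGTA wells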
* = called active by the depositor; x = not tested or not shown. No enrichment for hits. Share with any hit: about 5%.

smiles,GRIN3A LBD mod,hIAP inh,mIAP act,A3G deaminase,beta cell repl,hIAP act,mIAP block,APOBEC3A inh,MPTP inh
COc1cccc(/C=C2\SC(=S)N(CC(=O)N(C)C3CCS(=O)(=O)C3)C2=O)c1 (stereo not given),1,-36,0.93,-6,-1,1.4,7,-4,0.4
CCOC(=O)c1nn(-c2ccccc2)c2nc(-c3ccc(OC)cc3)c(C#N)c(=O)n12,6,-7,0.97,0,0,1.1,3,0,1.3
O=C(CN1CCN(S(=O)(=O)c2cc(Cl)ccc2Cl)CC1)Nc1ccc2c(c1)OCCO2,-5,3,0.99,-4,-2,0.97,0,0,-4.0
Cc1cccc(/C(N)=N/OC(=O)c2ccc(F)cc2)c1,-20,-5,1,-6,-5,1,-3,-5,-2.7
Cc1cc(C(F)(F)F)nc(SCC(=O)Nc2ccccc2)n1,-3,7,0.92,-4,3,0.93,8,-2,2.5
CCCOc1ccc(C2c3c(oc4cc(C)c(C)cc4c3=O)C(=O)N2CCCN2CCOCC2)cc1 (stereo not given),1,24,0.9,-4,-3,0.76,10,-4,-0.5
Cc1ccnc(NCc2ccc(Br)cc2)c1,1,-1,1,-7,-1,1,0,1,0.0
C=CCn1c(COc2cccc(C)c2)nnc1SCC(=O)c1c[nH]c2c(CC)cccc12,-3,12,1,-13,-4,0.88,0,2,1.0
COC(=O)C1C(=O)CC(C)(O)C(C(=O)OC)C1c1ccc2c(c1)OCO2 (stereo not given),1,11,0.97,-1,0,0.89,3,-1,0.5
Cc1ccc(OCC(=O)NC(=S)Nc2cccc(C)n2)cc1,0,30,0.98,-3,0,0.7,2,-4,0.4
COc1ccc(CCNC(=O)c2cccn2C)cc1,-14,-4,0.97,4,-2,1,3,-5,-0.4
CCCNC(=O)CNC(=O)c1ccc(C#N)cc1,-2,-17,1,-3,-3,1.2,-1,-4,-0.9
CC(=O)NC(Cc1ccccc1F)C(=O)NC1CCN(c2ncccc2[N+](=O)[O-])CC1 (stereo not given),-1,7,0.9,-2,1,0.93,10,0,1.2
COCCN(CC(=O)Nc1cccc(C)c1C)C(=O)C1(c2ccc(Cl)cc2)CCC1,2,-6,1.2,-1,-4,1.1,-21,2,-2.8
CC(C)C(=O)NC(=S)NCC(=O)c1ccccc1,-1,-8,0.91,-2,-1,1.1,9,-2,-0.7

2 entries from above, field by field.
> Cc1ccnc(NCc2ccc(Br)cc2)c1
  GRIN3A LBD mod: 1
  hIAP inh: -1
  mIAP act: 1
  A3G deaminase: -7
  beta cell repl: -1
  hIAP act: 1
  mIAP block: 0
  APOBEC3A inh: 1
  MPTP inh: 0.0

> C=CCn1c(COc2cccc(C)c2)nnc1SCC(=O)c1c[nH]c2c(CC)cccc12
  GRIN3A LBD mod: -3
  hIAP inh: 12
  mIAP act: 1
  A3G deaminase: -13
  beta cell repl: -4
  hIAP act: 0.88
  mIAP block: 0
  APOBEC3A inh: 2
  MPTP inh: 1.0

Additional entries
smiles,GRIN3A LBD mod,hIAP inh,mIAP act,A3G deaminase,beta cell repl,hIAP act,mIAP block,APOBEC3A inh,MPTP inh
COc1ccc(C(=O)C[N+]2(C)CCOCC2)cc1,-1,-13,1.1,20,-1,1.1,-8,64*,-1.3
CCOc1ccc(C(=O)Nc2cc(-c3nc4ccccc4[nH]3)ccc2C)cc1[N+](=O)[O-],4,2,0.82,-9,-4,0.98,18,0,-0.3
Cc1cccc(-n2ccc(=O)c(C(=O)Nc3ccc(S(=O)(=O)Nc4nccs4)cc3)n2)c1,-14,-15,0.89,-4,-2,1.1,11,-9,0.9
Cc1nn(CC(C)C)c(Cl)c1C(=O)N(C)CC(=O)Nc1c(Cl)cccc1Cl,-1,-16,1.1,-5,0,1.2,-8,2,0.4
COc1ccc(C(C(=O)NCC2CCCO2)N(C(=O)Cn2nnc3ccccc32)c2ccc(NC(C)=O)cc2)cc1 (stereo not given),1,-15,1,-2,3,1.2,-3,-3,-0.4
NS(=O)(=O)c1ccc(CCNC(=O)CSc2nc3ccccc3c(=O)n2CCN2CCOCC2)cc1,-3,-1,1.1,0,-3,1,-8,5,-2.3
Cc1cc(C)nc(NCC(O)CNc2ccccc2Cl)n1 (stereo not given),2,7,1,1,-1,0.93,-2,5,3.3
O=C1NCN(CCO)CN1,3,-9,1,-6,-4,1.1,-3,-3,0.1
CCc1cc(-c2[nH]ncc2-c2nc3ccccc3n2C)c(O)cc1O,-1,-68,1.1,-5,-1,1.7,-14,-4,2.6
CCCSc1ccc([C@@H]2[C@H]3C(=O)N(CC)C(=O)[C@H]3[C@]3(C(=O)OC)CCCCN23)cc1OC,2,-9,1.1,-9,-7,1.1,-5,-2,0.1
CCC1CCc2sc(C(=O)NNC(=O)c3ccncc3)cc2C1 (stereo not given),0,-16,0.89,-6,-3,1.2,11,-2,0.7
Cc1ccc(N2C(N)=C(C#N)C(c3cccnc3)C3=C2CCCC3=O)cc1 (stereo not given),2,-16,0.95,1,-3,1.2,5,0,0.3
O=C(COC(=O)/C=C/c1ccc(C(F)(F)F)cc1)Nc1ccc2[nH]c(=O)[nH]c2c1,3,-19,1,8,-4,1.2,-3,14,0.5
CC(C)(C)n1nc2c(c1NC(=O)COc1ccccc1F)CS(=O)(=O)C2,0,-26,1.2,-2,2,1.3,-20,-6,2.6
CCOC(=O)N1CCC(NC(=O)CCN2C(=O)COc3ccccc32)CC1,0,-7,1.1,-3,-1,1.1,-9,-5,-0.7
CCOc1cc(/C=N/NC(=O)c2ccccn2)ccc1OC(=O)c1ccc(F)cc1,-2,-33,0.83,-9,1,1.3,16,-3,-1.7
CNC(=O)c1nc(C)n(-c2cc(Cl)cc(Cl)c2)n1,-1,6,0.96,-5,1,0.94,4,-3,-0.9
COC(=O)C(CO)NC(=O)C(C)NC(=O)CNC(=O)OCc1ccccc1 (stereo not given),-2,-9,1.1,-5,-1,1.1,-11,-2,-2.0
CN(CCOC(=O)/C=C/c1ccco1)Cc1ccccc1,0,-2,0.79,42,-2,1,21,72,3.4
CCc1nnc(NC(=O)c2cc(-c3ccncc3)nc3ccccc23)s1,0,-9,0.85,0,-4,1.1,14,5,1.7
Cc1ccc(NC(=O)CSC2=NN3CCCC(=O)N=C3S2)c(C)c1,1,-10,0.95,-5,-3,1.1,5,1,0.3
CC1CCCN(C(=O)c2ccc3c(c2NCCO)C(=O)c2ccccc2C3=O)C1 (stereo not given),5,-3,0.81,0,1,1,19,1,4.1
COc1cccc(/C=C2\SC(=S)N(NS(=O)(=O)c3ccc(C)cc3)C2=O)c1OC,x,23,0.83,-6,3,0.77,17,0,2.4
O=C(O)C1CCN(C(=O)NC2CCCCC2)CC1,2,-18,0.93,-4,0,1.2,7,-20,-7.6
CC(SCc1ccccc1)C(=O)NC1CCCC1 (stereo not given),3,-5,0.94,3,1,1,6,4,-0.4
CC(C)(C)n1nnnc1C(c1cccnc1)N1CCOCC1 (stereo not given),1,4,1,-6,0,0.95,-4,-3,0.2
COc1ccccc1CCNS(=O)(=O)c1cc2c3c(c1)CCN3C(=O)CC2,-3,-2,0.95,-8,0,1,5,-1,-1.7
OC(COc1ccccc1Br)CN1CCNCC1 (stereo not given),0,2,0.98,-3,-2,0.98,2,1,1.0
CCOc1cc2c(cc1OC)C(NC(=O)C(F)(F)F)CC2=O (stereo not given),-1,4,1,0,-1,0.96,-2,3,1.1
O=C(O)CCN1C(=O)c2ccc(NC(=O)CSc3ccccc3)cc2C1=O,2,-2,1,0,0,1,-2,1,0.3
CCOC(=O)c1sc(NC(=O)CN2CC(C)OC(C)C2)nc1C (stereo not given),0,-11,0.94,-2,-1,1.1,6,-3,-1.0
CCOC(=O)c1oc2ccccc2c1COC(=O)CNC(=O)c1ccco1,0,4,0.99,-8,11,0.96,1,-4,-2.4
CC(C)(C)OC(=O)N1CCN(C(=O)OCC2c3ccccc3-c3ccccc32)CC1C(=O)O (stereo not given),-1,-6,0.96,-6,0,1.1,4,-4,-0.4
O=C(c1ccco1)n1nc(-c2ccc(Cl)cc2)nc1NCc1ccco1,0,5,0.98,-5,3,0.95,2,-3,2.6
COc1ccc(C(C)=O)cc1COc1ncnc2ccccc12,0,-20,0.9,-3,4,1.2,10,-9,-4.6
CSc1nnc(C2CCN(CC(=O)Nc3ccccc3N3CCOCC3)CC2)n1C,2,6,1,-12,-4,0.94,0,-5,0.8
O=C(COc1ccc(F)cc1)Nc1nc(-c2ccccn2)cs1,0,-19,0.88,-4,-5,1.2,12,0,-0.5
N#Cc1ccccc1S(=O)(=O)Nc1ccc2c(c1)OCCO2,2,0,0.94,-6,-2,1,6,-9,-0.4
COc1ccc(S(=O)(=O)NCC(=O)N(CC(=O)NCc2ccco2)Cc2ccc(F)cc2)cc1,0,2,0.93,-7,0,0.98,7,-2,0.1
CCOC(=O)CCc1nc2ccccc2[nH]c1=O,1,-9,0.93,0,-2,1.1,7,0,-0.8
CNc1nc(Nc2ccccc2)nc(OCC(F)(F)F)n1,0,-6,1,-3,7.0*,1.1,-1,1,-0.5
O=C(Nc1ccc(Cn2cccn2)cc1)c1ccc(COc2cccc(Br)c2)cc1,-1,0,1.1,0,-4,1,-7,-1,-5.4
C=CCOc1ccc(C(c2c(O)nc(SC)[nH]c2=O)c2c(O)nc(SC)[nH]c2=O)cc1,-2,-3,0.98,20,-1,1,2,5,2.9
O=C(Oc1ccc(Cl)c2cccnc12)N1CCOCC1,2,1,0.97,-2,-2,0.99,3,-4,0.2
N=c1oc2ccc(Br)cc2cc1C(=O)NCc1ccc(F)cc1,2,-25,1,-1,-3,1.2,-4,0,0.2

Entries listed so far printed as active in APOBEC3A inh.
canonical_smiles,GRIN3A LBD mod,hIAP inh,mIAP act,A3G deaminase,hIAP act,mIAP block,APOBEC3A inh,MPTP inh
COc1ccc(C(=O)C[N+]2(C)CCOCC2)cc1,-1,-13,1.1,20,1.1,-8,64*,-1.3

More results.
smiles,GRIN3A LBD mod,hIAP inh,mIAP act,A3G deaminase,beta cell repl,hIAP act,mIAP block,APOBEC3A inh,MPTP inh
CCC(C)Nc1nc(CN2CCOCC2)nc2sc3c(c12)CCC3 (stereo not given),-3,3,0.9,-7,-2,0.97,10,-3,-1.1
CCN(CC(=O)Nc1ccc(Cl)c(C(F)(F)F)c1)CC(=O)NC1CCS(=O)(=O)C1 (stereo not given),0,-8,1.2,1,-2,1.1,-21,-8,-1.7
CN(CC1CCCO1)S(=O)(=O)c1ccc(C(=O)Nc2nc3cc4c(cc3s2)OCO4)cc1 (stereo not given),-31,-24,0.93,-12,-6,1.2,7,-6,-0.3
CCOc1cc(N2CCOCC2)c(OCC)cc1NC(=O)c1cc(C)nc2ccccc12,1,6,1,-4,1,0.94,-1,2,-1.4
CC(C)(C)C(=O)NC(=S)Nc1cccc(C(=O)O)c1,2,4,0.94,10,-1,0.96,6,-1,-0.5
CC(C)(C)CC(=O)NC(=S)Nc1ccccc1[N+](=O)[O-],-2,0,0.93,-8,-2,1,7,-1,0.2
COC(=O)Cc1c(C)c2ccc(OCC(=O)N3CCCC(C)C3)c(C)c2oc1=O (stereo not given),-6,1,0.96,2,0,0.99,4,-5,0.8
O=C(NNC(=S)NC(=O)c1ccccc1)c1ccc(O)cc1,-5,-76,0.72,-3,3,1.8,28,-2,-0.2
CN(CC(=O)Nc1ccccc1C(=O)N1CCCC1)S(=O)(=O)c1ccc(Br)cc1,-2,-12,1,-2,1,1.1,0,2,-1.6
CC(On1nnc2ccccc21)C(=O)N1CCN(Cc2ccccc2)CC1 (stereo not given),-1,-1,0.98,-9,0,1,2,0,-0.9
CCN(C(=S)Nc1cccnc1)c1cccc2ccccc12,-1,2,0.95,-1,-1,0.98,5,-3,-1.6

Compound activity as filed in PubChem.
